Screening data as filed in PubChem BioAssay.
yeast rad50: NCI yeast anticancer drug screen, S. cerevisiae rad50 strain; growth inhibition, % at 50 µM; 79,000 compounds, 10% hits;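 also: 0% = growth of vehicle-only cultures of the same strain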
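Relative growth inhibition (compound vs vehicle) was measured in yeast with a defined repair-gene alteration.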
yeast bub3: NCI yeast anticancer drug screen, S. cerevisiae bub3 mutant strain. % growth inhibition at 50 µM. 78,000 compounds, 9.9% hits;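 also: 0% = growth of vehicle-only cultures of the same strain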
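Screening used yeast with an engineered genetic alteration affecting cell cycle control. Compound-exposed cultures were compared with vehicle cultures, and reduced growth was taken as inhibition.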
mec2-1: NCI yeast anticancer drug screen, S. cerevisiae mec2-1 strain; growth inhibition, % at 50 µM; 79,000 compounds, 9% hits;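 also: 0% = growth of vehicle-only cultures of the same strain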
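Yeast mec2-1 mutant treated with compound. Readout: growth inhibition vs vehicle controls.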
yeast sgs1 mgt1: NCI yeast anticancer drug screen, S. cerevisiae sgs1 mgt1 strain. % growth inhibition at 50 µM. 78,000 compounds, 10% hits. AID 161, 2004;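 also: 0% = growth of vehicle-only cultures of the same strain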
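Test agents were incubated with a DNA-repair-mutant yeast strain. Growth was then read and compared against vehicle-treated controls.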
cln2 rad14: NCI yeast anticancer drug screen, S. cerevisiae cln2 rad14 strain | % growth inhibition at 50 µM | 78,000 compounds, 8.3% hits | AID 165, 2004;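 also: 0% = growth of vehicle-only cultures of the same strain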
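cln2 rad14 yeast strain; compound exposure; growth inhibition read vs vehicle controls.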
yeast mlh1 rad18: NCI yeast anticancer drug screen, S. cerevisiae mlh1 rad18 strain; % growth inhibition at 50 µM; 79,000 compounds, 11% hits;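 also: 0% = growth of vehicle-only cultures of the same strain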
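Steps: expose repair-defective yeast to compound; measure growth; express inhibition against vehicle-treated controls.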
The depositor's hits bear a star; & = joins results of further samples. Rule as the data show it: active = growth inhibition above about 70%; inactive = the rest.

The first two compounds (preview)
Molecule	mec2-1	yeast rad50	cln2 rad14	yeast sgs1 mgt1	yeast bub3	yeast mlh1 rad18
Cc1ccc(Nc2nnc(-c3ccc4c(c3)OCO4)o2)c(C)c1	2	23	-2	-4	-4	15
CCN(CC)CC(OC(=O)c1ccc(N)cc1)c1ccccc1 (stereo not given)	-21	-3	-14	7	1	-4

The list itself, from the first entry:
Molecule	mec2-1	yeast rad50	cln2 rad14	yeast sgs1 mgt1	yeast bub3	yeast mlh1 rad18
Cc1ccc(Nc2nnc(-c3ccc4c(c3)OCO4)o2)c(C)c1	2	23	-2	-4	-4	15
CCN(CC)CC(OC(=O)c1ccc(N)cc1)c1ccccc1 (stereo not given)	-21	-3	-14	7	1	-4
O=C1Nc2cc([N+](=O)[O-])ccc2C1=O	20	-5	11	-7	-17	-4
O=C(Oc1ccc(Cl)cc1)Oc1ccc(Cl)cc1	17	4	17	14	18	17
CC(=O)OCC1OC(OC(C)=O)C(N)C(OC(C)=O)C1OC(C)=O (stereo not given)	12	2	9	12	-16	19
O=C(/C(=N/O)[n+]1ccccc1)c1ccccc1	27	73*	-11	42	42	78*
Cc1ccc(C(C#N)c2ccc(N)cc2)cc1 (stereo not given)	-21	22	17	30	20	32
S=c1[nH]ncc(SCc2ccccc2)c1SCc1ccccc1	3	3	-15	-8	7	8
C=CCOC(=O)NC(Cc1ccc(O)cc1)C(=O)O (stereo not given)	-5	0	4	4	-11	-2
CC12CCCC3(CC(=O)C(C)(C)C3C(=O)C1)C2 (stereo not given)	-16	-14	10	-18	10	6
CCC(=O)Nc1ccc(N=NN(C)C)cc1	75*	91*	48	70	0	50
O=C1CC23CC(=O)CC2(C1)c1ccccc1C3=O (stereo not given)	-12	11	6	5	3	14
COc1ccc2nccc3c2c1NC(Cl)=C3	-11	8	-21	-9	24	24
CCOC(C)(C(=O)O)c1cccc2ccccc12 (stereo not given)	-11	-20	0	-8	-9	15
O=c1[nH]c2cc([N+](=O)[O-])ccc2nc1/C=C(\O)c1cccc([N+](=O)[O-])c1	-1	12	-5	5	-3	29
COc1ccc(CN2C(=S)SC(c3ccc(Cl)cc3)N2c2ccc(OC)cc2)cc1 (stereo not given)	-20	-25	-37	-9	-1	-20
O=C1c2ccccc2C(=O)N1CCNc1ccccc1[N+](=O)[O-]	-12	-9	-23	7	6	-19
CONS(=O)c1ccc(Cl)cc1 (stereo not given)	28	11	-27	6	5	11
O=C(Nc1ccccn1)c1ccccc1S(=O)(=O)O	-11	-9	-18	-13	-12	-7
CCC(C)n1c(C)nc2cc(C(F)(F)F)cc(N)c21 (stereo not given)	18	21	-31	8	12	15

Quoted at random: 2 records from the list, in no set order.
Molecule	mec2-1	yeast rad50	cln2 rad14	yeast sgs1 mgt1	yeast bub3	yeast mlh1 rad18
CONS(=O)c1ccc(Cl)cc1 (stereo not given)	28	11	-27	6	5	11
O=C(Oc1ccc(Cl)cc1)Oc1ccc(Cl)cc1	17	4	17	14	18	17

Going on with the list.
Molecule	mec2-1	yeast rad50	cln2 rad14	yeast sgs1 mgt1	yeast bub3	yeast mlh1 rad18
CCO[C@@H]1OC(=O)[C@H]2C(c3ccc(Cl)cc3)=NO[C@@H]12	-34	-13	4	0	30	-5
COc1cc2c(cc1OC(=O)CC(C)O)C1C(OC2=O)C(OC(C)=O)C=C2CCN(C)[C@H]21 (stereo not given in full)	0	28	0	1	19	4
Nc1ccc(N=Nc2ccc(OCCN(CCO)CCO)cc2)c(N)n1	-23	24	5	9	22	16
O=C(O)c1cc(=O)[nH]c(=S)[nH]1	6	-19	8	-20	-9	-16
[Cl][Pd][Cl].[NH-]c1ccc(/C=C2\C=Cc3ccccc32)cc1.[NH-]c1ccc(/C=C2\C=Cc3ccccc32)cc1	33	90*	47	84*	75*	79*
CCCCCOC(=O)Nc1ccc(S(=O)(=O)N(C)C)cc1	9	0	8	22	10	-3
COc1ccc(OC)c(NC(=O)C2=C(C)NC(C)=C(C(=O)Nc3cc(OC)ccc3OC)C2c2cccc([N+](=O)[O-])c2)c1	9	1	-9	2	8	4
NC(N)=NS(=O)(=O)c1ccc(NCc2c3ccccc3nc3ccccc23)cc1	27	41	7	38	46	38
CCOC(=O)c1ccc(CN)cc1	-6	-16	-24	16	-6	4
O=C(CO)C(O)C(O)C(O)C(O)CO (stereo not given)	2&5	-6&19	-1&-1	3&20	-3&33	6&21
O=[N+]([O-])c1ccc(N2CCN(Cc3ccccc3)CC2)c2c1no[n+]2[O-]	93*	90*	72*	90*	90*	88*
CS(=O)(=O)OC12CC3CC(CC(C3)C1)C2	-9	7	-26	-12	-1	6
O=C(CCl)Oc1ccccc1C(=O)O	12	25	-10	-74	7	21
O=C1OC(c2ccccc2)c2ccccc21 (stereo not given)	-11	-27	-76	-20	-11	-26
OCCSCCCSCCO	-5	18	4	-23	1	-5
Nc1cccc(N)n1	-12	8	6	-16	-1	-15
CCCCCCCCCCCCCCCCCC(=O)NN=C1CCCC1	43	3	-9	25	30	30
Cc1[nH]nc(C(=O)N/N=C/c2ccccc2Cl)c1N=NN(C)C	92*	93*	94*	92*	90*	95*
CCOC(=O)C1=C(C(=O)C(C)(C)C)C(c2ccc([N+](=O)[O-])cc2)C(C(=O)C(C)(C)C)=C(C(=O)OCC)N1	21	31	27	9	6	14
CN(C)CCCN=c1c2ccccc2n(O)c2cccc([N+](=O)[O-])c12	27	73*	22	47	45	-32
Clc1cc2nc(C3CCCCO3)[nH]c2cc1Cl (stereo not given)	20	56	17	35	48	67
CS/C(c1ccccc1)=[N+](\[O-])Cc1ccccc1	9	18	8	-7	-1	3
Fc1ccc2c(c1)cc1ccc3cccc4ccc2c1c34	-2	3	-6	-10	46	-5
COC1CC(OC2C(C)OC(OC3C(C)OC(OC4C(O)CC(O[C@H]5CC[C@@]6(C)C(=CC[C@]7(O)[C@@H]6C[C@@H](OC(=O)/C=C/c6ccccc6)[C@@]6(C)[C@]7(O)CC[C@@]6(O)C(C)=O)C5)OC4C)CC3OC)CC2OC)OC(C)C1O (stereo not given in full)	8	-13	16	-9	-7	-54
CCCCCCCCCCCCCCCCCCCCCCOC(=O)CCC(=O)OCCCCCCCCCCCCCCCCCCCCCC	-44	17	-1	17	-11	6
S=c1o[nH]c(-c2ccccc2)c1C=Nc1ccccc1	18	-5	27	14	5	6
C#CCOC(=O)c1ccc(Cl)cc1	-2	4	-23	-15	-3	2
COc1ccc(NC(=O)CSc2nc(C)nc3c2sc(=S)n3-c2ccccc2)cc1	-5	-17	3	3	-4	4
CCOCCC12CCCCC1C/C(=N/OC(C)=O)c1ccccc12 (stereo not given)	-6	9	1	0	16	36
CC(=O)/C(=C\c1ccc(/C=C(\C(C)=O)C(=O)CCN(C)C)cc1)C(=O)CCN(C)C	58	39	5	7	6	-20
O=C1Nc2ccccc2C1=Nc1cccc2ncccc12	-8	3	-4	-11	9	15
COC1CC(O)C(OS(=O)(=O)c2ccc(C)cc2)C(C)O1 (stereo not given)	-1	-8	2	2	14	1
COc1cc(Cn2c(=S)ss/c2=N\C(=S)N(C)C)cc(OC)c1OC	4	2	6	0	-2	-12
Cc1cn(C2CC(OC(=O)C(Cc3ccccc3)NC(=O)OCc3ccccc3)C(COC(=O)C(Cc3ccccc3)NC(=O)OCc3ccccc3)O2)c(=O)[nH]c1=O (stereo not given)	-4	-15	-27	-13	-13	14
O=C(CN1C(=O)NC(c2ccccc2)(c2ccccc2)C1=O)NCCN1CCOCC1	4	-2	-2	-6	0	26
CN1CCCC(NC(c2ccccc2)c2ccc(Cl)cc2)C1 (stereo not given)	-2	-1	-58	-10	-5	-3
CC1c2c(-c3ccccc3)oc(-c3ccccc3)c2C(C)C(Br)C1Br (stereo not given)	4	30	2	-3	5	6
COc1ccccc1C1CCCCC1OS(=O)(=O)c1ccc(C)cc1 (stereo not given)	3	-1	-10	-18	12	-10
CCOC(=O)CNC(=O)NC	8	1	-12	-7	-6	38
CCOC(=O)c1cccc(OCC)c1	18	7	-43	-8	4	7

Entries from the list above that contain a COOH group:
Molecule	mec2-1	yeast rad50	cln2 rad14	yeast sgs1 mgt1	yeast bub3	yeast mlh1 rad18
C=CCOC(=O)NC(Cc1ccc(O)cc1)C(=O)O (stereo not given)	-5	0	4	4	-11	-2
CCOC(C)(C(=O)O)c1cccc2ccccc12 (stereo not given)	-11	-20	0	-8	-9	15
O=C(O)c1cc(=O)[nH]c(=S)[nH]1	6	-19	8	-20	-9	-16
O=C(CCl)Oc1ccccc1C(=O)O	12	25	-10	-74	7	21

Reformatted field by field: part of the list above
> Clc1cc2nc(C3CCCCO3)[nH]c2cc1Cl (stereo not given)
  mec2-1: 20 | yeast rad50: 56 | cln2 rad14: 17 | yeast sgs1 mgt1: 35 | yeast bub3: 48 | yeast mlh1 rad18: 67
> CCOC(=O)CNC(=O)NC
  mec2-1: 8 | yeast rad50: 1 | cln2 rad14: -12 | yeast sgs1 mgt1: -7 | yeast bub3: -6 | yeast mlh1 rad18: 38
> O=C1Nc2ccccc2C1=Nc1cccc2ncccc12
  mec2-1: -8 | yeast rad50: 3 | cln2 rad14: -4 | yeast sgs1 mgt1: -11 | yeast bub3: 9 | yeast mlh1 rad18: 15
> CCCCCCCCCCCCCCCCCCCCCCOC(=O)CCC(=O)OCCCCCCCCCCCCCCCCCCCCCC
  mec2-1: -44 | yeast rad50: 17 | cln2 rad14: -1 | yeast sgs1 mgt1: 17 | yeast bub3: -11 | yeast mlh1 rad18: 6

Following part
Molecule	mec2-1	yeast rad50	cln2 rad14	yeast sgs1 mgt1	yeast bub3	yeast mlh1 rad18
CCOC(=O)c1cccc(C)c1O	-6	20	12	6	24	14
CN(C)c1nc2[nH]ncc2c(=O)[nH]1	1	12	-10	6	0	1
O=C(N=C(Oc1ccccc1)Oc1ccccc1)N=C(Oc1ccccc1)Oc1ccccc1	9	20	20	8	9	36
CCCc1cc(=O)oc2c3c(c4c(c12)OC(C)(C)C=C4)O[C@@H](C)[C@H](C)C3=O	-11	-6	13	-31	14	0
NC(=O)N(CCCO)/N=C\c1ccc([N+](=O)[O-])o1	-3	4	-36	5	-10	8
COc1cc(NCCCCCNC2CCCCC2)c2ncccc2c1	46	83*	20	74*	84*	74*
CN1C2CCC1CC(OC(c1ccccc1)c1ccccc1)C2 (stereo not given)	4	11	0	-15	3	5
Cc1cc(NC(=S)SCc2ccc(F)cc2)ccc1Br	93*	91*	91*	92*	92*	91*
O=S(=O)(O)c1cc(N=Nc2cc(S(=O)(=O)O)c3ccccc3c2O)ccc1/C=C/c1ccc(N=Nc2cc(S(=O)(=O)O)c3ccccc3c2O)cc1S(=O)(=O)O	36	34	14	18	46	43
CC(c1ccccc1)C1CC(=O)N(C)C1=O (stereo not given)	-15	8	-20	0	-24	2
N#CCCOc1ccc(N)cc1	-5	1	4	7	9	18
Cc1nn(C(=O)c2ccc(Cl)cc2)c2c1C(c1ccco1)SC(N)=N2 (stereo not given)	-18	-29	-18	-9	-18	-15
N#CC12CC3CC(CC(C3)C1)C2	-2	-4	-45	-15	-9	4
O=C(CCn1[nH]c(=O)c(Cl)c(Cl)c1=O)NNc1ccc([N+](=O)[O-])cc1[N+](=O)[O-]	-5	36	-2	-13	26	88*
O=C1NC(Nc2ccccc2)=NC(C(F)(F)F)(C(F)(F)F)N1	1	-2	33	36	40	-8
CCCCC(CC)COCCCNCC(=O)O (stereo not given)	14	29	27	53	38	-13
O=C(CO)C(O)C(O)C(O)CO (stereo not given)	-10	2	9	-7	20	1
